Source: PubChem (several laboratories)
JNK3 inh: JNK3 (human) kinase inhibition; purified JNK3 kinase activity, HTS; inhibition, % at 8 µM; hit rate 0.61% among 60,000; AID 746; in the data active means inhibition above about 17%;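 further: 0% = DMSO and 100% = reference inhibitor; many of its hits are not listed in these tables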
MMP-13 inhibitor: MMP13 (human) collagenase inhibition; P45452; MMP-13 fTHP FRET cleavage, Mca fluorescence; inhibition, % at 4 µM; hit rate 0.07% among 65,000; AID 570;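 active means inhibition above the mean of compound-free control plate wells plus 3 SD, cut at about 14% in these data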;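 further: 0% = DMSO wells and 100% = wells with reference MMP-13 inhibitor after basal subtraction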
tolC growth inh: blocks growth of E. coli BW25113 tolC mutant. growth inhibition, % at 10 µM (by protocol). OD615. hit rate 2.2% among 65,000;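 active means growth inhibition at or above a cutoff equal to the mean over every tested compound plus 3 SD, cut at about 60% in these data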;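 further: growth measured after 20 h incubation at 37 °C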
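Test system: E. coli BW25113 ΔtolC::kan bacteria | Medium: Kanamycin-containing LB broth (50 µg/mL) | Dosing: One dose of 10 µM final | Times: 20 h incubation with compound, 37 °C | Detection: Optical density read at 615 nm | Read-out basis: Percent growth inhibition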
HEK293 NFkB inh: lowers PMA/ionomycin-induced NF-kB signal in HEK293 cells; AID 465; hit rate 0.21% among 62,000; HEK-293 NF-kB luciferase reporter, luminescence; inhibition, % at 3 µM;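 active means inhibition above the mean of all tested compounds plus 3 SD, cut at about 40% in these data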;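 further: 0% = stimulated DMSO wells and 100% = 10 µM reference inhibitor 5653914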
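Material: HEK-293 cells with stable firefly luciferase reporter driven by four HIV NF-kB elements / Also added: PMA plus ionomycin mix as NF-kB-activating stimulus / Compound dosing: 3 µM once, 0.30% DMSO / Times: 1 h pretreatment, 16 h stimulation, 37 °C / Signal: luminescence / Evaluation: per-plate % inhibition versus controls / Benchmarks: DMSO and 10 µM reference inhibitor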
ROCK2 inh: inhibitors of human Rho kinase 2 | purified ROCK2, Kinase-Glo ATP depletion luminescence | inhibition, % at 6 µM | hit rate 0.35% among 60,000 | AID 604;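 active means inhibition above the screen-wide mean inhibition plus 3 SD, cut at about 18% in these data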;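 further: plate controls were DMSO wells for no effect and Y-27632 control wells after no-enzyme background subtraction for full effect; many of its hits are not listed in these tables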
Target sequence (O75116 whole entry, looked up): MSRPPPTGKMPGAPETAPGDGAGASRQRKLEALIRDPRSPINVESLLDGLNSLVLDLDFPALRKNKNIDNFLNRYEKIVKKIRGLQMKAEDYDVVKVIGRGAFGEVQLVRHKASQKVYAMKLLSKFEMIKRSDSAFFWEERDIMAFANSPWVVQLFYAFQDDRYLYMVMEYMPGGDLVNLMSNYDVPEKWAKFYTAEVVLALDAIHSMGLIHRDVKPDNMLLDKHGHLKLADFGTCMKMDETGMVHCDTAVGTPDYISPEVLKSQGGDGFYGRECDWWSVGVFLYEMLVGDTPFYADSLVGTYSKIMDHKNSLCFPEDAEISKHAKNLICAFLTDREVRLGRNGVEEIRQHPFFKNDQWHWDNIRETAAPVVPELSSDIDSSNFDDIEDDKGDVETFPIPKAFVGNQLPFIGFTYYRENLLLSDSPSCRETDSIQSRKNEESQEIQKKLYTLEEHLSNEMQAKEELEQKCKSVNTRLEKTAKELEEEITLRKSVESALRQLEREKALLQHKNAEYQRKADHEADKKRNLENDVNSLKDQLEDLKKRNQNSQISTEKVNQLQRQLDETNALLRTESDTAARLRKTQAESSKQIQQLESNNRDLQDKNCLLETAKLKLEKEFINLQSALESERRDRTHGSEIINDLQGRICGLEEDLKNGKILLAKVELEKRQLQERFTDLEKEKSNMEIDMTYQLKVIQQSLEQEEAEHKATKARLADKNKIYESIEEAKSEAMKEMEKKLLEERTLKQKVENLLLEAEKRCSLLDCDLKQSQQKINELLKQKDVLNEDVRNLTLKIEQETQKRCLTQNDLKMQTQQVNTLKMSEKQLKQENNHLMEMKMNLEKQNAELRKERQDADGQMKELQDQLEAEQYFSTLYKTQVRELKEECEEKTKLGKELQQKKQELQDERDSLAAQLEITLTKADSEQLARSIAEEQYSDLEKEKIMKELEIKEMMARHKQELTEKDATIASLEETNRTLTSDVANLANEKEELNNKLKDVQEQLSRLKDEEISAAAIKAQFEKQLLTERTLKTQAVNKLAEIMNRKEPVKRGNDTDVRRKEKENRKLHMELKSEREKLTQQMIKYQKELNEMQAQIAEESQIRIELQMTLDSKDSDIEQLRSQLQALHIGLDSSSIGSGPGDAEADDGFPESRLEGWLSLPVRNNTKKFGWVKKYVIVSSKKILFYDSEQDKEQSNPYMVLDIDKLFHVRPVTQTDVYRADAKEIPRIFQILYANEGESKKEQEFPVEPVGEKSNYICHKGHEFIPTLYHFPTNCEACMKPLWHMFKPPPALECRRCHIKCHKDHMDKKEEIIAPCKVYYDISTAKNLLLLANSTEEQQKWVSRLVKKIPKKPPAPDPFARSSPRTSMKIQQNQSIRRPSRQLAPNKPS
Autofluor 339: intrinsic fluorescence of library compounds, ex339/em460 – biochemical, MLSMR library, data from DPM-DC assay, artefact control, profiling panel. AID 709. hit rate 5.5% among 65,000. compound autofluorescence, ex339/em460 nm, NADH buffer; hits give high values; 1 = no-compound wells, NADH background. fluorescence fold increase at 10 µM;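 active means at 10 µM, mean starting fluorescence two-fold or more over control wells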;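 further: signal is the first read of a kinetic run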
PKA inh: PKA (human) kinase inhibition. P17612. PKA Kemptide phosphorylation, Kinase-Glo ATP luminescence. inhibition, % at 6 µM. hit rate 0.1% among 65,000. AID 524;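 active means inhibition above the screen-wide mean inhibition plus 3 SD, cut at about 21% in these data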; further: many of its hits are not listed in these tables
Abs 340nm: compounds absorbing at 340 nm; fold change at 10 µM; compound absorbance at 340 nm, fold over control; 65,000 tested, under 10 active;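 active means at 10 µM dose, initial 340 nm absorbance at least 2 fold that of control wells; inactive means change under 2 fold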;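 further: initial absorbance extrapolated from kinetic A340 decline of NADH oxidation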
NADH enzymes: blocks coupling enzymes of NAD/NADH assays. coupled PK/LDH NADH assays, four targets. IC50, µM (highest dose often 10 µM), inactives show top-dose inhibition. hit rate 0.02% among 65,000;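 active means single-dose screening hits from any of four coupled enzyme assays that gave an IC50 when retested across doses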;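 further: the DPM-DC format reads NADH fluorescence rather than 340 nm absorbance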
* marks the source's active call; other numbers are inactive results; / = not tested or not shown.

Screens in order: JNK3 inh | MMP-13 inhibitor | tolC growth inh | HEK293 NFkB inh | ROCK2 inh | Autofluor 339 | PKA inh | Abs 340nm | NADH enzymes
CCOc1ccc(OCc2ccc(C(=O)NCC3CCCO3)o2)cc1 (stereo unspecified)
    3 | 1 | 7 | 1 | 9 | 1.1 | 8 | 1.1 | 5%
Cc1ccc(N2CCN(c3cc(C)nc4c5c(C)cc(C)nc5nn34)CC2)cc1
    5 | -1 | -17 | -1 | 4 | 1.1 | 8 | 0.97 | 10%
O=C(CSc1ncnc2sc3c(c12)CCCC3)c1ccco1
    0 | -4 | 41 | 10 | 2 | 1.2 | 4 | 1 | 3%
COC(=O)CSc1ccc2nnc(-c3ccc(F)cc3)n2n1
    -4 | -20 | 1 | 16 | 2 | 1.9 | 1 | 1 | 14%
O=C1CC(Nc2ccc(N3CCOCC3)cc2)C(=O)N1c1cccc(C(F)(F)F)c1 (stereo unspecified)
    -7 | -10 | -8 | 11 | 6 | 1.1 | 8 | 0.99 | 2%
CCOc1ccc(-c2nn3c(-c4ccccc4)nnc3s2)cc1
    -3 | -2 | 5 | 7 | 5 | 1.1 | 3 | 1 | 10%
CN1CCCCc2c1nc1c(c2N)CCCC1
    -4 | -8 | -12 | 4 | 4 | 1.5 | 1 | 1 | 4%
CC(=O)N(CN1C(=O)C2CC=CCC2C1=O)c1cccc(Cl)c1 (stereo unspecified)
    4 | 1 | 0 | 1 | -1 | 1.1 | 11 | 0.98 | 9%
Cc1ccc(Cn2nnc(C(=O)Nc3cccc(C)c3C)c2N)cc1
    0 | 1 | 1 | 20 | -4 | 1 | -4 | 0.99 | 4%
COc1cc(C2C3C(=O)N(c4ccccc4)C(=O)C3ON2c2ccccc2)ccc1O (stereo unspecified)
    6 | 2 | 7 | / | 6 | 1.1 | 5 | 0.99 | 3%
Cn1c(=O)[nH]c(=O)c2c1nc(N1CCOCC1)n2CCN1CCOCC1
    1 | -4 | -14 | 6 | 5 | 1.1 | 8 | 1 | 6%
Cc1nnc(SCCn2c(N3CCC(C)CC3)nc3c2c(=O)[nH]c(=O)n3C)s1
    0 | -3 | / | 9 | 0 | 1.1 | 2 | 1 | 1%
O=C(CNC1CCCCCC1)Nc1ccc(S(=O)(=O)NC2CC2)cc1
    -2 | -6 | -7 | 1 | -1 | 1 | 4 | 0.99 | 1%
COc1cccc(C2=CC(c3ccccc3)n3nnnc3N2)c1 (stereo unspecified)
    -1 | -5 | 7 | / | 4 | 1.1 | -1 | 1 | 0%
Cn1c(=O)c2c(nc(NCc3cccnc3)n2Cc2cccc(C(F)(F)F)c2)n(C)c1=O
    2 | 0 | 16 | 15 | 4 | 1.1 | 10 | 1 | 4%
COc1cccc(-c2cc(C(=O)Nc3cc(C)n(Cc4ccc(Cl)cc4)n3)no2)c1
    4 | -1 | 7 | 33 | 4 | 1.1 | 10 | 0.99 | 2%
Cc1ccccc1NC(=O)NCCc1nc2ccccc2[nH]1
    8 | 0 | 0 | / | -3 | 1 | 2 | 1 | 8%
O=C(O)C1C2C=CC(C2)C1C(=O)Nc1ccc(C(=O)N2CCCCC2)cc1 (stereo unspecified)
    3 | 2 | -14 | 16 | -1 | 1 | 1 | 1 | 6%
Cc1cnc(NC(=O)CN2C(=O)C3CC=CCC3C2=O)s1 (stereo unspecified)
    6 | 2 | 0 | 19 | 2 | 1 | 9 | 0.99 | 5%
CCOc1ccccc1-n1c(SCC(=O)N2CCCC2)nnc1-c1ccoc1C
    -2 | 0 | -2 | 17 | -2 | 1.1 | -4 | 1 | 4%
CCn1c(SCC(=O)NCc2ccccc2)nc2ccccc2c1=O
    0 | 4 | -17 | 5 | 0 | 1.2 | 5 | 1 | 5%
CCCn1c(SCC(=O)Nc2nc(C)c(C(=O)OC)s2)nnc1C(C)C
    0 | -2 | 16 | 12 | 2 | 1.2 | 5 | 1 | 6%
Cc1nc(N2CCN(C(c3ccccc3)c3ccccc3)CC2)[nH]c(=O)c1C
    -8 | 1 | 8 | 0 | -3 | 1.1 | -8 | 1 | 5%
Nn1c(SCC(=O)Nc2ccc(F)cc2F)nnc1C1CCCCC1
    3 | 1 | -6 | -5 | 1 | 1.1 | -1 | 1.1 | 5%
Cc1nnc(NC2=NCCCCC2)o1
    -7 | -3 | -3 | 8 | -1 | 1 | 8 | 1 | 3%
COc1ccc(-n2nc3c(c2NC(=O)c2c(F)cccc2Cl)CS(=O)C3)cc1 (stereo unspecified)
    1 | 7 | -10 | 10 | 2 | 1.1 | 0 | 1 | 9%
O=c1cccccc1NCc1ccccc1
    / | / | -7 | / | / | 1.1 | / | 1.1 | 13%
ON1C2CCCCC2N(O)C1c1c(F)c(F)c(F)c(F)c1F (stereo unspecified)
    -5 | 1 | -22 | 15 | 0 | 1 | 0 | 1 | 2%
CC1CCC(C(=O)NC(C(=O)N2CCC(N3CCCCC3)CC2)C(C)C)CC1 (stereo unspecified)
    0 | -2 | -7 | 10 | -3 | 1.1 | -4 | 0.96 | 3%
CCCCNC(=O)CCn1c(=O)c2ccccc2n(CC(=O)N2CC(C)CC(C)C2)c1=O (stereo unspecified)
    -4 | 4 | -8 | -2 | -3 | 1.1 | -5 | 1 | 8%

Gathered by group: the compounds so far with a CF3 group (two)
Screens in order: JNK3 inh | MMP-13 inhibitor | tolC growth inh | HEK293 NFkB inh | ROCK2 inh | Autofluor 339 | PKA inh | Abs 340nm | NADH enzymes
O=C1CC(Nc2ccc(N3CCOCC3)cc2)C(=O)N1c1cccc(C(F)(F)F)c1 (stereo unspecified)
    -7 | -10 | -8 | 11 | 6 | 1.1 | 8 | 0.99 | 2%
Cn1c(=O)c2c(nc(NCc3cccnc3)n2Cc2cccc(C(F)(F)F)c2)n(C)c1=O
    2 | 0 | 16 | 15 | 4 | 1.1 | 10 | 1 | 4%

The list continues.
smiles | JNK3 inh | MMP-13 inhibitor | tolC growth inh | HEK293 NFkB inh | ROCK2 inh | Autofluor 339 | PKA inh | Abs 340nm | NADH enzymes
C1CN(c2nc3nonc3n3nnnc23)CCO1 | 9 | 0 | -5 | -3 | 1 | 1 | 7 | 1.1 | 8%
COc1ccc(OC)c(S(=O)(=O)N2CCC(C(=O)Nc3cccc(C(F)(F)F)c3)CC2)c1 | 8 | 0 | 16 | 22 | 1 | 1 | 0 | 1 | 5%
Cc1ccccc1NS(=O)(=O)c1ccc(NC(=O)c2ccco2)cc1 | 5 | 0 | 0 | 10 | 7 | 1 | 4 | 0.98 | 2%
Cc1ccc(C)n1NC(=O)c1cccs1 | 0 | 10 | 4 | 1 | -4 | 1.1 | -4 | 1.1 | 7%
O=C(COc1ccccc1)Nc1ccc(Cl)c(-c2nc3ncccc3o2)c1 | 0 | 0 | -12 | 2 | 3 | 1.3 | 8 | 1.2 | 0%
CCCCc1c(C)nn(-c2nnc3c4ccccc4n(CC)c3n2)c1C | -5 | 0 | 75* | 7 | 7 | 1.1 | 7 | 1.1 | 6%
O=C(CN1C2=NCCCN2c2ccccc21)c1ccc2c(c1)OCO2 | -5 | -8 | -10 | 13 | 3 | 1.2 | 14 | 1 | 8%
CN(C1CCS(=O)(=O)C1)S(=O)(=O)c1ccc(C2CCCCC2)cc1 (stereo unspecified) | -1 | 3 | 4 | 3 | 8 | 1.1 | 8 | 1 | 4%
CS(=O)(=O)N(CC(=O)O)c1cccc(Cl)c1 | -10 | 1 | -5 | 4 | -6 | 1.1 | 0 | 1 | 2%
COc1ccc(CN(Cc2cc3ccc(C)cc3[nH]c2=O)Cc2nnnn2C2CCCC2)cc1 | -1 | 1 | 59 | 15 | 4 | 1.1 | 3 | 0.98 | 7%
COc1cc(C2C(C#N)=C(N)Oc3c2oc(CO)cc3=O)ccc1OC(C)C (stereo unspecified) | 5 | 0 | -18 | 20 | -1 | 1.1 | -12 | 0.97 | 9%
O=C(CCc1nc2ccccc2[nH]c1=O)OCc1ccc(S(=O)(=O)N2CCOCC2)cc1 | 4 | -8 | 0 | 5 | 2 | 1.4 | 2 | 1.1 | 10%
O=C(NCc1ccco1)C1CC(=O)N(CCc2ccccc2)C1 (stereo unspecified) | -5 | 0 | -42 | 16 | -1 | 1.1 | -1 | 1 | 8%
COc1cc(OC)cc(C(=O)Nc2cccc(NC(C)=O)c2)c1 | 8 | 5 | -2 | -1 | -8 | 1.1 | -7 | 1 | 9%
O=C(OCCOCCN=C1NS(=O)(=O)c2ccccc21)c1ccncc1 | 2 | -3 | -25 | -2 | 7 | 1.1 | 8 | 1 | 5%
O=C(Cc1ccc(-n2c(=O)[nH]c3ccccc3c2=O)cc1)N1CCN(c2ccccc2)CC1 | -2 | -6 | -14 | 18 | 4 | 1.2 | 8 | 0.99 | 4%
Cc1ccc2c(Cl)cc(Cl)c(OCc3c(C)noc3C)c2n1 | -8 | -12 | 10 | 24 | 1 | 1 | 0 | 1 | 3%
Cn1c(=O)c2c(ncn2CC(=O)OCc2ccccc2)n(C)c1=O | 0 | 2 | -7 | 0 | -3 | 1.1 | 4 | 1 | 3%
COc1ccc(NC(=O)C2CCCN2S(=O)(=O)c2ccc3c(c2)CCC(=O)N3)cc1Cl (stereo unspecified) | -5 | 1 | -3 | 1 | -1 | 1 | 6 | 1 | 5%
Cc1ccc2cc(C#N)c(SCC(=O)NCc3ccco3)nc2c1 | -1 | -2 | -13 | 6 | 8 | 1.2 | 3 | 1 | 5%
COC(=O)c1ccccc1NC(=O)C1CCN(S(C)(=O)=O)CC1 | -1 | -2 | -8 | 10 | 4 | 1.1 | 6 | 1.1 | 8%
Cc1nn(-c2ccc(F)cc2)c2sc(C(=O)O)cc12 | -4 | 3 | -2 | 6 | 8 | 1 | 8 | 0.98 | 3%

Single values from above:
HEK293 NFkB inh, O=C(CN1C2=NCCCN2c2ccccc21)c1ccc2c(c1)OCO2 reads 13
Autofluor 339, Cc1nn(-c2ccc(F)cc2)c2sc(C(=O)O)cc12 reads 1
MMP-13 inhibitor, COc1ccc(CN(Cc2cc3ccc(C)cc3[nH]c2=O)Cc2nnnn2C2CCCC2)cc1 reads 1
JNK3 inh, COc1cc(C2C(C#N)=C(N)Oc3c2oc(CO)cc3=O)ccc1OC(C)C (stereo unspecified) reads 5
PKA inh, O=C(CCc1nc2ccccc2[nH]c1=O)OCc1ccc(S(=O)(=O)N2CCOCC2)cc1 reads 2
JNK3 inh, CN1CCCCc2c1nc1c(c2N)CCCC1 reads -4
JNK3 inh, Cc1ccccc1NC(=O)NCCc1nc2ccccc2[nH]1 reads 8

A portion of the library (hit frequency here may not be typical).
